Bioassay records: PubChem BioAssay, National Center for Advancing Translational Sciences (NCATS)
Gal4-VP16 FLuc – inhibits Gal4-VP16 luciferase reporter, ROR gamma counter-screen; Drosophila S2 Gal4-VP16 UAS-luciferase, luminescence, 20 h; Potency, µM (doses to about 53.6 µM), for the others: at the highest dose activity, negative = inhibition, actives largely listed as inhibitors; actives 3.5% (n = 310,000);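 also: Gal4-VP16 expression switched on by copper sulfate through the metallothionein promoter; % is scaled to controls: 0 for no effect and ±100 for the full control effect; nearly all actives have a fitted effect of over 50% in size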
NPC1 prom act – activates the NPC1 promoter. Huh7 NPC1 promoter luciferase reporter, 24 h. Potency, µM (titrated, usually from 9.22 µM), without a hit: top-dose activation, actives largely listed as activators. actives 2.4% (n = 320,000);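 also: % of control where 0% means no effect; nearly all actives have a fitted effect of over 60% in size; reporter is driven by a mutant NPC1 promoter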
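Luminescence from an NPC1 promoter-driven luciferase reporter in stably transfected Huh7 cells was measured after 24 h compound treatment at 37 °C, followed by 10 min ambient incubation with luciferase detection reagent.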
p53 reactivator – restores transcriptional activity of mutant p53 | actives 0.063% (n = 320,000) | AID 504706 | Potency, µM (titrated, usually from 92.2 µM), for inactives: at the highest dose activity change, positive = activation, actives largely listed as activators | H1299 p53-A138V BP100-luciferase reporter, luminescence, 24 h; also: % of control where 0% means no effect; nearly all actives have a fitted effect of over 45% in size
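H1299 (p53-null), stable ts p53-A138V + BP100-Luc; 1000 cells/well, Opti-MEM/10% FBS; cpd 4 pt, 1:5; 24 h, 37 deg C, 5% CO2; detection reagent 10 min RT; luminescence.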
MLL CXXC-DNA inh – inhibitors of human MLL CXXC domain-DNA interaction. Q03164. MLL-CXXC / FITC-HOXA9 DNA fluorescence polarization. Potency, µM (highest dose often 115 µM), for the others: top-dose activity change, negative = inhibition, actives largely listed as inhibitors. actives 0.037% (n = 290,000). AID 2662; active = well fitted inhibition curve with a large enough effect in the polarisation, with a control signal flat, not every such curve was filed as active; inconclusive = small, poorly fitted or top-dose-only effect, or effect the other way, or a change in a side signal; inactive = no such curve, though single readings can be large or run the other way; the % refers to the polarisation
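Fluorescence polarization: 7 uM MLL-CXXC (stock) preincubated 5 min with compounds, then 50 nM fluorescein-HOX-A9 DNA (stock) added; 30 min ambient. Buffer 50 mM Tris-HCl pH 7.5, 50 mM NaCl, 1 mM DTT, 0.05% BSA.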
FLuc modulator – inhibits or activates purified firefly luciferase, miR-21 counter-screen; purified FLuc, Km substrates, luminescence inhibition; Potency, µM (series often up to 57.5 µM), without a hit: at the highest dose activity change, negative = inhibition, usual class: inhibitors; actives 6.9% (n = 360,000); AID 588342;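 also: plate controls were vehicle for no effect and reference inhibitor for full effect; nearly all actives have a fitted effect of over 55% in size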
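Purified P. pyralis luciferase (10nM final) with 10uM D-luciferin and 10uM ATP (Km levels) in 50mM Tris acetate pH 7.5, 10mM Mg acetate, 0.01% Tween-20, 0.05% BSA; qHTS 6-point titration, ~60 µM downward; luminescence read.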
RORgamma inh – blocks mouse ROR gamma transcriptional activity; Drosophila S2 Gal4-RORgamma UAS-luciferase reporter, 20 h; Potency, µM (highest dose often 53.6 µM), for the others: at the top dose activity change, negative = inhibition, actives largely listed as inhibitors; actives 5.4% (n = 310,000); AID 2551; also: % is scaled to controls: 0 for no effect and ±100 for the full control effect; nearly all actives have a fitted effect of over 60% in size
Target sequence (P51450 whole entry, looked up, the tested form may be a part): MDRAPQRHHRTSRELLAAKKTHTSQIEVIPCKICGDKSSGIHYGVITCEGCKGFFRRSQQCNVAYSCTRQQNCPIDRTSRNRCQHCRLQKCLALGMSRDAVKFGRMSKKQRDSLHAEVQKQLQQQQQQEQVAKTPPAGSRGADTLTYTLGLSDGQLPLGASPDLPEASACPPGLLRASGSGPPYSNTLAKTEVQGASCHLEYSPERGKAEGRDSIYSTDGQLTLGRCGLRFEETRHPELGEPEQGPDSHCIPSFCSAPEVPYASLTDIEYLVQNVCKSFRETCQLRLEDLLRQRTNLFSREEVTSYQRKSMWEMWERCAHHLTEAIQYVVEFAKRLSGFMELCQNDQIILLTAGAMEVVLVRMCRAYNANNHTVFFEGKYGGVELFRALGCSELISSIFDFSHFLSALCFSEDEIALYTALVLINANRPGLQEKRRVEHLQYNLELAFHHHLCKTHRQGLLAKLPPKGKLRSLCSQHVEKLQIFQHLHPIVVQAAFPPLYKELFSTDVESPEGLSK
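Stable Schneider cell line, Gal4 DNA-binding domain fused to ROR gamma, UAS-luciferase. Cmpd 1 hr RT → CuSO4 700 uM final → 20 hr RT → luciferase reagent 10 min → luminescence.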
ELG1 genotoxic – inducers of genotoxicity in HEK293T ELG1-luciferase cells. HEK293T ELG1-luciferase reporter, luminescence, 16 h. Potency, µM (highest dose often 46 µM), without a hit: top-dose activity change, positive = activation, most hits filed as activators. actives 1.3% (n = 330,000). AID 504466; also: % of control where 0% means no effect; nearly all actives have a fitted effect of over 60% in size
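Screening used a luciferase reporter fused to human ELG1 in HEK293T cells. Luminescence was read on a CCD plate imager after 16 hr exposure and 30 min ONE-Glo incubation.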
Rab9 promoter act – activators of Rab9 promoter; Huh7 Rab9 promoter-luciferase reporter, luminescence, 24 h; Potency, µM (doses to about 9.22 µM), for inactives: at the top dose activation, negative = inhibition, usual class: activators; actives 2.8% (n = 320,000); also: % of control where 0% means no effect; nearly all actives have a fitted effect of over 60% in size
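Huh7 cells stably carrying a Rab9 promoter-luciferase reporter, 1500 cells per well in OP-MEM I with 10% FBS, treated with compound 24 hours at 37C. Luciferase activity read by luminescence after 10 minutes with Amplite reagent.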
uPA surface inh – cell surface uPA generation inhibition. cell surface uPA generation assay, qHTS. Potency, µM (series often up to 38.3 µM), for inactives: at the top dose activity change, negative = inhibition, hits mostly inhibitors. actives 0.31% (n = 330,000). AID 540303; active = well fitted inhibition curve with a large enough effect; inconclusive = small, poorly fitted or top-dose-only effect; inactive = no such curve, though single readings can be large or run the other way; tested in mouse RAW 264.7 cells; also: % is scaled to controls: 0 for no effect and ±100 for the full control effect; nearly all actives have a fitted effect of over 55% in size
BRCA1 expr up – activators of BRCA1 expression. MCF7-BRCA1-FFLuc reporter, luminescence, 48 h; response scale: scaled: vehicle 0%, 10 µM genistein 100%. Potency, µM (series often up to 46.1 µM), for inactives: at the highest dose activation, actives largely listed as activators. actives 1.1% (n = 380,000). AID 624202; also: nearly all actives have a fitted effect of over 80% in size; some results filed as inactive show a strong effect at the top dose
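MCF7-BRCA1-FFLuc cells, 2000/well in phenol-red-free MEM, attached 2 h then treated 48 h at 37 C. Luciferase luminescence read 15 min after reagent; normalized to genistein maximum activation (10microM) and DMSO, concentration-response fitted.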
MBNL1-CUG inh – inhibitors of human MBNL1 binding to CUG repeat RNA; Potency, µM (series often up to 57.5 µM), for the others: at the top dose activity change, negative = inhibition, most hits filed as inhibitors; TR-FRET MBNL1-His/biotin-(CUG)12 binding, 665/545 ratio; actives 0.036% (n = 280,000); active = well fitted inhibition curve with a large enough effect in the signal ratio, with a control signal flat, not every such curve was filed as active; inconclusive = small, poorly fitted or top-dose-only effect, or effect the other way, or a change in a side signal; inactive = no such curve, though single readings can be large or run the other way; the % refers to the signal ratio; also: % is scaled to controls: 0 for no effect and ±100 for the full control effect
Target sequence (Q9NR56 whole entry, looked up): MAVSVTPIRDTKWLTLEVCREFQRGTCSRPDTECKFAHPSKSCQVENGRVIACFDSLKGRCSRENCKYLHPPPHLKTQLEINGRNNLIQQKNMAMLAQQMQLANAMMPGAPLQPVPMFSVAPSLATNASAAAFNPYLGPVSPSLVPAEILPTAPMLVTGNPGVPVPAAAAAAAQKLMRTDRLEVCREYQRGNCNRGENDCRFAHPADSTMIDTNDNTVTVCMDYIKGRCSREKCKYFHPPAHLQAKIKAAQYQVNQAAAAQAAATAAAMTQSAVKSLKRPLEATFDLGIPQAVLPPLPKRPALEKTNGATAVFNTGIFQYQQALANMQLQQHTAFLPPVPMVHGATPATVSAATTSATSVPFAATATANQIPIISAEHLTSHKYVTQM
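MBNL1-His + Biotin-(CUG)12, cpd titration 92 nM–58 uM; Tb anti-His Ab 0.055 ng/ul, SA-XL665 5 nM (final); 60 min RT; ratiometric 665/545 nm, Ex 340 nm; normalized to buffer and full-complex controls.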
* marks the source's active call; other numbers are inactive results; u = inconclusive; x = no result given; [ ] = another dose, or the depositor's remark. Unless noted, calls follow the shape of the dose curve; as a rule, active = well fitted curve in the direction sought with a large enough effect; inconclusive = small, poorly fitted or top-dose-only effect, or another doubt; inactive = no such curve, though single readings can be large; an effect the other way counts as inactive or inconclusive. Potency is read from the fitted curve at half-maximal effect.

SMILES	Gal4-VP16 FLuc	NPC1 prom act	p53 reactivator	MLL CXXC-DNA inh	FLuc modulator	RORgamma inh	ELG1 genotoxic	Rab9 promoter act	uPA surface inh	BRCA1 expr up	MBNL1-CUG inh
COc1ccc(NC(=O)CN(C)C(=O)c2ccc3c(c2)NC(=O)CS3)cc1	x	-7%	u	x	2%	x	2%	-3%	8%	-2%	x
CC(=C/c1ccccc1)/C=N/NC(=O)c1cnccn1	u	4µM*	u	0%	4.8µM*	u	8.9µM*	u	-9%	u	u
Cc1ccccc1NC(=O)C1CCC(C)(C(=O)O)C1(C)C (stereo not given)	-4%	-1%	-1%	-2%	2%	-17%	-1%	0%	3%	4%	2%
Nc1ncnc(N)c1N=Nc1ccccc1	0%	20%	13%	-18%	-6%	43%	-14%	0%	-15%	-45%	u
Cc1cc(NC(=O)CSc2nnc3c(C)cc4cc(C)c(C)cc4n23)no1	0%	-4%	-6%	-5%	10%	-26%[10 µM]	-6%	-10%	7%	5%	-13%
COc1ccc(CCNC(=O)c2cc(-c3ccccc3)c(N3CCOCC3)s2)c(OC)c1OC	12%	-1%	-11%	-6%	u	0%	-6%	3%	-5%	-27%	8%
O=C(COC(=O)c1ccc(-c2cnc3ccccc3n2)cc1)c1ccccc1	-1%	24%	22%	19%	-9%	20%	2%	u	9%	45%	u
Brc1ccc2[nH]ncc2c1	-15%	1%	-4%	6%	4%	-16%	-1%	-4%	3%	-2%	-3%
Cc1cc(N2CCOCC2)c2c(N)c(C)cc(C)c2n1	-8%	x	x	0%	-2%	11%	x	x	7%	4%	u
CCN(C(=O)c1ccccc1F)c1nc(-c2ccc(OC)cc2)cs1	-10%	3.2µM*	9%	20%	8.5µM*	u	u	2µM*	-3%	7.9µM*	6%
CCCNC(=O)C(=O)N/N=C/c1ccc(OCc2ccccc2)cc1	15%	0%	14%	u	0%	4%	u	-1%	0%	51%	7%
Cc1cc(=O)[nH]c(SCCCOc2ccccc2Cl)n1	u	12%	1%	-26%	24µM*	-9%	-7%	1%	x	9%	-10%
COc1ccc(CC(=O)Nc2ccc(N3CCCC3)c(C)c2)cc1	2%	17%	3%	-7%	u	34%	16%	12%	0%	-13%	6%
O=C(Cn1cc(C(F)(F)F)cc(Cl)c1=O)NCCc1ccccc1	5%	1%	1%	9%	0%	11%	0%	-1%	1%	-15%	-12%
O=C(CNC(=O)c1ccccc1)OCc1nnc(-c2ccc(Cl)cc2)o1	7%	0%	-2%	-1%	-18%	0%	4%	-4%	0%	12%	-7%
C=CCn1c(SCC(=O)Nc2nc(C)cs2)nnc1C(C)NC(=O)c1ccccc1Cl (stereo not given)	-7%	-1%	-6%	10%	3%	45%	2%	-2%	2%	6%	u
CN(C)C(=O)N1CCN(C(=O)c2ccccc2Sc2ccccc2C#N)CC1	u	0%	-12%	-1%	-1%	22%	2%	-7%	-9%	11%	-12%
O=C(N/C(=C/c1cn(-c2ccccc2)nc1-c1ccccc1)C(=O)N1CCOCC1)c1ccccc1	-5%	-1%	2%	11%	3%	1%	-3%	3%	x	x	u
Nc1c(C(=O)CSc2n[nH]c(-c3ccccc3Br)n2)c(=O)[nH]c(=O)n1C1CC1	x	2%	0%	x	-3%	x	1%	-10%	-7%	4%	x
O=C(Nc1ccccc1Br)C1CCCN1S(=O)(=O)c1cccc2nsnc12 (stereo not given)	2%	3%	0%	4%	3%	-17%	-9%	-2%	-5%	1%	u

A section from the list above, for reference:
SMILES	Gal4-VP16 FLuc	NPC1 prom act	p53 reactivator	MLL CXXC-DNA inh	FLuc modulator	RORgamma inh	ELG1 genotoxic	Rab9 promoter act	uPA surface inh	BRCA1 expr up	MBNL1-CUG inh
CCCNC(=O)C(=O)N/N=C/c1ccc(OCc2ccccc2)cc1	15%	0%	14%	u	0%	4%	u	-1%	0%	51%	7%
Cc1cc(=O)[nH]c(SCCCOc2ccccc2Cl)n1	u	12%	1%	-26%	24µM*	-9%	-7%	1%	x	9%	-10%
COc1ccc(CC(=O)Nc2ccc(N3CCCC3)c(C)c2)cc1	2%	17%	3%	-7%	u	34%	16%	12%	0%	-13%	6%
O=C(Cn1cc(C(F)(F)F)cc(Cl)c1=O)NCCc1ccccc1	5%	1%	1%	9%	0%	11%	0%	-1%	1%	-15%	-12%
O=C(CNC(=O)c1ccccc1)OCc1nnc(-c2ccc(Cl)cc2)o1	7%	0%	-2%	-1%	-18%	0%	4%	-4%	0%	12%	-7%
C=CCn1c(SCC(=O)Nc2nc(C)cs2)nnc1C(C)NC(=O)c1ccccc1Cl (stereo not given)	-7%	-1%	-6%	10%	3%	45%	2%	-2%	2%	6%	u
CN(C)C(=O)N1CCN(C(=O)c2ccccc2Sc2ccccc2C#N)CC1	u	0%	-12%	-1%	-1%	22%	2%	-7%	-9%	11%	-12%
O=C(N/C(=C/c1cn(-c2ccccc2)nc1-c1ccccc1)C(=O)N1CCOCC1)c1ccccc1	-5%	-1%	2%	11%	3%	1%	-3%	3%	x	x	u
Nc1c(C(=O)CSc2n[nH]c(-c3ccccc3Br)n2)c(=O)[nH]c(=O)n1C1CC1	x	2%	0%	x	-3%	x	1%	-10%	-7%	4%	x
O=C(Nc1ccccc1Br)C1CCCN1S(=O)(=O)c1cccc2nsnc12 (stereo not given)	2%	3%	0%	4%	3%	-17%	-9%	-2%	-5%	1%	u

Full records from above. Values in the order: Gal4-VP16 FLuc, NPC1 prom act, p53 reactivator, MLL CXXC-DNA inh, FLuc modulator, RORgamma inh, ELG1 genotoxic, Rab9 promoter act, uPA surface inh, BRCA1 expr up, MBNL1-CUG inh
Entry for Nc1c(C(=O)CSc2n[nH]c(-c3ccccc3Br)n2)c(=O)[nH]c(=O)n1C1CC1 → x, 2%, 0%, x, -3%, x, 1%, -10%, -7%, 4%, x
Entry for O=C(CNC(=O)c1ccccc1)OCc1nnc(-c2ccc(Cl)cc2)o1 → 7%, 0%, -2%, -1%, -18%, 0%, 4%, -4%, 0%, 12%, -7%

Additional entries.
SMILES	Gal4-VP16 FLuc	NPC1 prom act	p53 reactivator	MLL CXXC-DNA inh	FLuc modulator	RORgamma inh	ELG1 genotoxic	Rab9 promoter act	uPA surface inh	BRCA1 expr up	MBNL1-CUG inh
O=C(c1cc2c(=O)n3ccccc3nc2s1)N1CCN(Cc2ccccc2)CC1	-4%	-6%	1%	-8%	-8%	8%	3%	-5%	-5%	-13%	u
CCCCCn1c(=O)[nH]c2cc(C(=O)NCc3ccc4c(c3)OCO4)ccc2c1=O	-8%	-3%	5%	-2%	2%	-24%	7%	-5%	2%	-18%	1%
C=CCOC(=O)C1=C(C)NC(SCC(N)=O)=C(C#N)C1c1cccs1 (stereo not given)	-6%	0%	-7%	-5%	1%	-8%	-2%	-5%	-1%	-54%	-25%[11.5 µM]
O=S(=O)(c1ccc(-c2csc(-c3cccnc3)n2)cc1)N1CCOCC1	4%	1%	-1%	7%	2%	34%	-7%	4%	-1%	12%	u
O=C(c1coc(=O)c(Br)c1)N1CCC(C(O)(c2ccccc2)c2ccccc2)CC1	21%	-1%	8%	-3%	-3%	26%	1%	-2%	0%	-6%	x
O=C(NNC(=O)C1CC(=O)N(Cc2ccccc2)C1)c1ccc(F)cc1 (stereo not given)	x	-3%	-3%	x	3%	x	-1%	0%	18%	4%	x
CNc1c(NS(=O)(=O)c2ccc(CC(C)C)cc2)c(=O)oc2ccccc12	0%	0%	3%	5%	1%	-4%	4%	-1%	2%	15%	0%
CC(Cl)C(=O)NNC(=O)CNS(=O)(=O)c1ccccc1 (stereo not given)	28%	-8%	2%	-12%	-9%	27%	2%	22%	11%	3%	-5%
Cc1ccc(NC(=O)c2ccn(C)n2)c(Br)c1	-19%	u	u	-6%	6µM*	u	5.2µM*	3.2µM*	-13%	u	u
CCC1=NN(C(=O)COc2ccccc2)C(O)(c2ccc(Br)cc2)C1 (stereo not given)	-12%	5%	-9%	2%	u	-12%	-4%	-5%	-1%	-25%	3%
Cc1ccc(C(=O)C2C(c3cccs3)NC(=O)NC2(O)C(F)(F)F)cc1 (stereo not given)	-2%	0%	-4%	-6%	1%	5%	1%	-9%	0%	0%	11%
CCN1C(=O)/C(=C/C=C2\N(CC)c3cc(S(=O)(=O)N(C)C)ccc3N2c2ccccc2)SC1=S	-27%	-5%	3%	u	u	-21%	8%	-6%	1%	-19%	6%

This is a subset; the hit share may differ from the screen's.
